PPARg SRC-2 ag = promotes SRC-2 coactivator recruitment by human PPARgamma; P37231; AID 1032; activation, % at 8 µM; PPARgamma LBD-SRC-2 recruitment, biochemical; 0.34% of 200,000 active; in the data active = activation above about 22%;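 also: 0% = vehicle and 100% = reference agonist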
PPARg SRC-3 ag = PPARgamma-driven SRC-3 recruitment agonism; P37231; biochemical PPARgamma/SRC-3 coactivator recruitment assay; activation, % at 8 µM; 0.26% of 200,000 active; in the data active = activation above about 23%;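 also: 0% = DMSO and 100% = reference agonist; some compounds past the cut are filed as inactive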
PMI act hi M6P = activators of human phosphomannose isomerase at near-saturating mannose 6-phosphate; P34949; coupled PMI enzyme assay, resazurin fluorescence, 20 min; stronger effect = higher value; 1 = untreated enzyme, 0 = substrate-free blank; activation factor at 20 µM; 0.34% of 190,000 active;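 active = activation factor of 2 or more at 20 µM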
Target sequence (P34949 whole entry, looked up): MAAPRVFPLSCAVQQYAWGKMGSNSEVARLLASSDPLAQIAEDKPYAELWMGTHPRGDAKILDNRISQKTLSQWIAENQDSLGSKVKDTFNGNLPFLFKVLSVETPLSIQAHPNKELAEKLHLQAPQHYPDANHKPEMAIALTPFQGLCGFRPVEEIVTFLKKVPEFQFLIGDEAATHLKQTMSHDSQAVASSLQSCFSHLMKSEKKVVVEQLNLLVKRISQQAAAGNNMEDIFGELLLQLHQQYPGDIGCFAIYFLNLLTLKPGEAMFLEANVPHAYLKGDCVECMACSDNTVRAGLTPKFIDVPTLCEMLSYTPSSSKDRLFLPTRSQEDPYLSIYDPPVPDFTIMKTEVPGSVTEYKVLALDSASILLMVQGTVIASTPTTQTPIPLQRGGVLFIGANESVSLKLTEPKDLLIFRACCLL
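assay system = human phosphomannose isomerase with PGI, G6PDH, diaphorase coupling enzymes | quantity = 15 ng/mL PMI | incubation = enzyme reaction with compound 20 min at room temperature | medium = HEPES pH 7.4 buffer with MgCl2 and Tween-20 | compound dosing = one concentration, 20 µM, in 1% DMSO | measured by = Diaphorase-driven resazurin-to-resorufin fluorescence, excitation 544, emission 590 nm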
ROMK primary = modulators of human ROMK potassium channel. 2% of 130,000 active. Tet-inducible ROMK, thallium flux fluorescence; actives lie on both sides. B-score at 10 µM;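 active = signal ratio slope over the read window, or its plate-corrected B-score, at least 3 SD from the plate mean, either direction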;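 also: B-score of the F/F0 ratio slope over 7 to 12 s after thallium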
Target sequence (P48048 whole entry, looked up): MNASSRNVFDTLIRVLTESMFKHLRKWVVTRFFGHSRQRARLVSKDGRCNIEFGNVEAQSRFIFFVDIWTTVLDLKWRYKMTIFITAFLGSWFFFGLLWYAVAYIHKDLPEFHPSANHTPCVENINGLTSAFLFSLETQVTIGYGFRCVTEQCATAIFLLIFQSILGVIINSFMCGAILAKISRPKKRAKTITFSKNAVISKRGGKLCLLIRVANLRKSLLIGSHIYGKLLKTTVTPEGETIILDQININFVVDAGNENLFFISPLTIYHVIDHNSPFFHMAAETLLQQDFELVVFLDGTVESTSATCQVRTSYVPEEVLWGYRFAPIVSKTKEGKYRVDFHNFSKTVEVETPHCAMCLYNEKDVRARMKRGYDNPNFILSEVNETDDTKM
PPARg SRC1 recr = PPARgamma-driven SRC-1 recruitment agonism. PPARgamma-SRC-1 coactivator recruitment biochemical assay. activation, % at 8 µM. 0.41% of 200,000 active. P37231. AID 631; in the data active = activation above about 19%;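 also: 0% = DMSO and 100% = reference agonist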
S1P3 antag = S1P3 (human) receptor antagonism. 0.27% of 170,000 active. inhibition, % at 4.98 µM. CHO S1P3 NFAT-BLA reporter, FRET fluorescence, antagonist mode;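 active = inhibition above the plate cutoff, the mean inhibition of test wells on that plate plus 3 SD, cut at about 28% in these data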;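 also: cells challenged with S1P at its EC80 of 0.8 µM; blue over green emission ratio from cleaved BLA substrate after 4 h stimulation; 0% = S1P-stimulated wells and 100% = unstimulated DMSO-only wells; some compounds past the cut are filed as inactive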
TR-FRET SRC-2 ct = TR-FRET artefact, counter-screen to PPARgamma/SRC-2 agonist assay | stronger effect = higher value | TR-FRET ratio at 8 µM | 0.4% of 200,000 active; in the data active = TR-FRET ratio above about 2000; also: inactives centre near 1500
Diaphorase act = counter-screen for diaphorase-based assays: diaphorase activators and chemical reducers; Diaphorase/resazurin coupled assay, resorufin fluorescence, 16 min; stronger effect = higher value; 1 = vehicle wells, 0 = NADH-free wells; 0.005% of 190,000 active; activation factor at 20 µM;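 active = diaphorase activity raised at least twofold by the compound at 20 µM; inactive = activation factor below 2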
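Material: Clostridium kluyveri diaphorase, purified enzyme; Quantity: enzyme 0.07 U/mL final; Medium: HEPES pH 7.4 buffer with MgCl2 and Tween 20; Dosing: single compound dose of 20 µM, 1% DMSO final; Schedule: 16 min reaction at room temperature; Measured by: red resorufin fluorescence at 544/590 nm excitation/emission.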
Diaph inh CS = diaphorase inhibition or chemical oxidation counter-screen | diaphorase resazurin-to-resorufin fluorescence, NADH, 16 min; bacterial (C. kluyveri) enzyme, not human | inhibition, % at 20 µM | 0.69% of 190,000 active | AID 1217;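 active = primary screen inhibition at 20 µM above a set limit, cut at about 50% in these data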;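 also: plate controls were DMSO with full reaction for no effect and wells lacking NADH for full effect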
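Test system: diaphorase enzyme from Clostridium kluyveri; amount: diaphorase at 0.14 U/mL in enzyme working solution; detection: fluorescence of resorufin formed from resazurin, Ex 544/Em 590 nm; times: reaction incubation of 16 min at room temperature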
PMI activator = phosphomannose isomerase (human) activation. P34949. purified human PMI, coupled resazurin fluorescence, 20 min; stronger effect = higher value; 1 = vehicle control, 0 substrate-free wells. activation factor at 20 µM. 0.005% of 190,000 active;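 active = activation factor of 2 or more at 20 µM, relative to plate controls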
G6PDH counter = inhibits Leuconostoc G6PDH, flagging false hits in G6PDH-based assays; inhibition, % at 5 µM; 0.12% of 200,000 active; Purified L. mesenteroides G6PDH, diaphorase/resazurin coupled fluorescence, 45 min; AID 1020; in the data active = inhibition above about 50%
The depositor's hits bear a star; nt = not tested or not shown.

structure,PPARg SRC-2 ag,PPARg SRC-3 ag,PMI act hi M6P,ROMK primary,PPARg SRC1 recr,S1P3 antag,TR-FRET SRC-2 ct,Diaphorase act,Diaph inh CS,PMI activator,G6PDH counter
CCN(C(=O)CSc1nnc(-c2ccc(Cl)cc2)n1C)C1CCS(=O)(=O)C1 (stereo not given),-8,-1,1.1,0.32,-2,-5,1412,1,5,1.1,1
Cc1ccc2c(Cl)c(C(=O)Nc3nn[nH]n3)sc2c1,-1,2,1,1.4,2,-16,1651,0.8,16,1.1,0
Cc1ccc([C@@H]2C[C@H]3CN(Cc4cccc(Cl)c4)C(=O)[C@]34CCCN24)o1,-6,-3,0.9,-0.67,-5,2,1509,0.6,44,1,4
Cc1cccc(NC(=O)c2cnc3scc(C)n3c2=O)c1,1,3,1,nt,-6,-12,1604,1,3,1.1,6
COc1ccccc1C1CCCN1Cc1nc(-c2ccc(C)s2)oc1C (stereo not given),-4,0,1,-0.3,-4,-15,1429,0.9,8,0.9,11
O=C(Cn1cnc2ccccc2c1=O)N1CCN(c2ccc(F)cc2)CC1,-7,-1,1,-0.31,-3,-7,1319,0.9,5,1,4
COc1ccc(CCn2nnc(-c3ccc(NC(C)=O)c(Cl)c3)n2)cc1,0,1,1.1,nt,4,nt,1581,1,2,1.1,0
C/C=C/C(=O)Nc1ccccc1Br,13,6,1.1,0.89,2,nt,1438,1,4,1,1
OC1COC(OCC2OC(OCc3ccccc3)C(O)C(O)C2O)C(O)C1O (stereo not given),-4,-1,0.9,nt,3,15,1423,0.9,11,0.9,14
O=C(NCc1ccc2c(c1)OCO2)c1ccc2c(c1)C(=O)N(Cc1cccnc1)C2=O,7,-15,0.8,-0.66,6,24,1645,0.8,20,0.8,-7
Cc1ccc(S(=O)(=O)N2CCN(S(=O)(=O)N3CCCCC3)CC2)c(C)c1,-2,1,1,-0.094,-1,14,1486,1,0,1,7
O=C(O)c1ccc(Cn2cc(C(F)(F)F)ccc2=O)cc1,-6,-3,1,0.17,-4,-18,1317,1,0,1.2,1
COc1ccc(CCNC(=O)Cn2nc(C(=O)O)c3ccccc3c2=O)cc1OC,-5,1,1.2,0.68,0,-8,1535,1.2,-16,1.2,13
CC(C)CCOc1ccc(-c2c(=O)n(OCc3ccc([N+](=O)[O-])cc3)c3ccccc3[n+]2[O-])cc1,8,-6,1,nt,-3,nt,1624,0.9,5,0.9,6
Cc1nc(C(=O)Nc2cccc(Cl)c2Cl)nn1-c1cc(OC(C)C)c(Cl)cc1Cl,0,3,0.9,nt,1,nt,1529,0.9,11,0.9,4
O=C1OC(Nc2ccc3c(c2)OCO3)c2ccccc21 (stereo not given),0,3,0.8,-0.42,-4,nt,1667,0.8,19,0.9,5
Cc1ccc2[nH]c3c(=O)n(CCCN4CCOCC4)cnc3c2c1,-1,-4,1,nt,-7,-38,1432,1,1,0.9,1
Cc1ccc(S(=O)(=O)NCC(=O)Nc2cccc([N+](=O)[O-])c2)cc1,13,-2,1,-0.055,6,0,1780,0.9,9,1,9
CSCCC(NS(=O)(=O)/C=C/c1ccccc1)C(=O)O (stereo not given),8,-2,1.1,0.11,2,-5,1608,0.8,21,1,4
c1ccc2c(c1)OCCOCCOc1ccccc1OCCOCCO2,9,-3,0.9,-1.3,-2,-7,1674,0.9,11,0.9,5
CN1CCC/C1=C1/C(=O)N(c2ccccc2)N=C1NC(=O)Nc1cccc(Cl)c1,6,-2,1,-0.25,6,-20,1444,1,5,1,2
Cc1ccc(NC(=O)COC(=O)c2ccc(Cl)cc2)cc1S(=O)(=O)N(C)C,14,4,1,-0.44,10,5,1646,1,2,1.1,2
O=C(OCc1nc2ccccc2s1)c1ccccc1O,1,6,1,0.18,2,-13,1645,0.9,5,1,-3
O=C(O)CCCCCNC(=O)/C=C/c1ccco1,1,-1,nt,0.76,1,-16,1676,nt,nt,nt,8
c1ccc2c3c([nH]c2c1)C1(CCCCC1)NCC3,-6,2,1,-0.65,-2,6,1401,0.9,15,1,1
c1ccc(CCNc2ncnc3scc(C4COc5ccccc5O4)c23)cc1 (stereo not given),16,4,0.8,-2.2,0,nt,1585,0.8,22,0.8,5
CCN(CC)C(=O)C(=O)N/N=C/c1ccc(C(=O)OC)cc1,-9,1,1,nt,2,9,1345,0.8,18,0.9,-10
c1ccc(CNc2ncnc3nc[nH]c23)nc1,-12,-12,0.9,nt,-4,-7,1432,0.9,7,0.9,-18
CS(=O)(=O)N1CCN(C(=O)c2cccnc2)CC1,10,10,0.9,nt,4,-7,1613,0.9,11,1,12
CCOC(=O)c1c(-c2ccc(C)o2)csc1NC(=O)COC(=O)c1ccc(NC(N)=O)cc1,11,16,1,0.72,2,nt,1518,0.9,7,0.9,6

structure,PPARg SRC-2 ag,PPARg SRC-3 ag,PMI act hi M6P,ROMK primary,PPARg SRC1 recr,S1P3 antag,TR-FRET SRC-2 ct,Diaphorase act,Diaph inh CS,PMI activator,G6PDH counter
COc1cccc(C(=O)/C=C/c2ccc(N3CCCCC3)c([N+](=O)[O-])c2)c1,6,1,1,0.26,0,-4,1686,0.8,16,0.9,1
CCC(=O)Nc1ccc(C(=O)OCc2ccccc2)cc1,-5,2,0.9,0.31,2,-11,1387,0.8,22,0.9,7
O=C(COc1ccc2ccccc2c1Br)N1CCN(c2ccccn2)CC1,12,9,0.9,-1.7,4,2,1688,0.9,13,0.9,13
O=C(CSc1nc(-c2ccccc2)nc2c1Cc1ccccc1O2)Nc1ccccc1,3,5,1.1,nt,5,nt,1622,1,2,1,6
COc1ccc(CCNC(=O)CN(c2ccc(OC)c(OC)c2)S(C)(=O)=O)cc1,-6,3,0.9,nt,2,nt,1385,0.9,6,1,7
O=C(Nc1cccc([N+](=O)[O-])c1)c1ccc(CN2CCOCC2)cc1,-2,-1,1.1,0.011,-2,12,1582,1,1,1,15
Cc1ccc(NC(=O)c2ccccc2)cc1-n1cnnn1,1,3,1,nt,4,-11,1712,0.8,19,1,9
CC(C)/C=N/Nc1nc(-c2ccc(Br)cc2)cs1,-12,-2,1.1,0.65,4,-33,1557,1.1,-6,1.1,2
C=C(C)CSc1nc(N)cc(=O)[nH]1,9,-2,0.9,nt,-2,-20,1509,0.9,11,0.9,1
COCCNc1oc(-c2ccc(F)cc2)nc1C#N,9,4,1.1,1.5,7,nt,1842,0.9,5,1,5
COc1ccccc1C1CN=NC12CCCc1ccccc1C2=O (stereo not given),1,1,0.9,-0.32,-1,nt,1378,0.8,16,0.9,2
O=S(=O)(c1cc(Cl)ccc1Cl)n1ccnc1,3,-1,1,0.9,-6,-2,1611,1,-1,1.1,1
COC(=O)Cn1c(CN2CCN(c3ccc(F)cc3)CC2)nc2c1c(=O)n(C)c(=O)n2C,nt,nt,0.9,nt,nt,4,nt,0.7,26,0.9,2
COCC(C)NCc1cc(Br)ccc1OC (stereo not given),4,-1,1.2,nt,15,12,1520,1.1,-14,1.2,12
COCCN(Cc1cc2cc(C)ccc2nc1Cl)C(=O)Nc1ccccc1OC,13,1,nt,-1.1,6,-19,1645,nt,nt,nt,20
CCCS(=O)(=O)c1c(S(=O)(=O)CCC)c2ccccn2c1C(=O)OC,-1,4,1.1,0.48,-7,nt,1336,1,5,1,4
CCOC(=O)c1sc(NC(=O)c2cccc(S(=O)(=O)N3c4ccccc4CC3C)c2)cc1C (stereo not given),3,-10,0.9,0.59,-4,-17,1308,0.9,14,0.9,8
COc1ccc(C(=O)N/N=C(\C)c2ccc3c(c2)C2C=CCC2C(c2ccccc2)N3)cc1 (stereo not given),7,2,1.6,-0.33,3,-1,1436,0.8,19,1.4,-18
COc1ccc(C(=O)CC(=O)c2ccccc2O)cc1OC,2,1,1.1,0.65,12,0,1558,0.9,7,1,16
c1ccc(-n2nnnc2SCc2ccccn2)cc1,1,13,0.9,-0.17,4,nt,1586,0.8,19,0.9,2
O=C(NCCC1=CCCCC1)C1CCN(S(=O)(=O)c2ccc(Br)s2)CC1,-1,3,0.9,0.3,3,-18,1744,0.8,21,0.9,11

Sorted by the number under PPARg SRC-2 ag (high to low): three from the list above
smiles	PPARg SRC-2 ag
COCCN(Cc1cc2cc(C)ccc2nc1Cl)C(=O)Nc1ccccc1OC	13
COc1ccccc1C1CN=NC12CCCc1ccccc1C2=O (stereo not given)	1
CCCS(=O)(=O)c1c(S(=O)(=O)CCC)c2ccccn2c1C(=O)OC	-1

Screens from PubChem BioAssay.
